# NCI-60 one-dose screen, 48 h, at 10 µM unless noted. Numbers give growth in % (100 = growth as untreated, 0 = no growth, -100 = all killed).
# OVCAR-8: OVCAR-8 ovarian cancer. 4.4% of 81,000 active. AID 1794782
# OVCAR-3: OVCAR-3 ovarian cancer; AID 1794787; 7% of 79,000 active
# OVCAR-4: OVCAR-4 ovarian cancer cells; 3.7% of 80,000 active
# IGROV1: IGROV1 ovarian cancer; 4.7% of 79,000 active; AID 1794786
# DU-145: DU-145 prostate cancer; 4.2% of 81,000 active
# PC-3: PC-3 prostate cancer cells | AID 1794754 | 3.9% of 80,000 active
# OVCAR-5: OVCAR-5 ovarian cancer. 2.9% of 82,000 active
# SK-OV-3: SK-OV-3 ovarian cancer cells; 3.2% of 80,000 active; AID 1794785
# Numbers without * were called inactive; . = not tested or not shown; & = joins results of further samples. Rule for the calls: active = growth percent below 10; inactive = the rest.
Compound,OVCAR-8,OVCAR-3,OVCAR-4,IGROV1,DU-145,PC-3,OVCAR-5,SK-OV-3
O=[N+]([O-])c1cc(S(=O)(=O)O)cc2cc(S(=O)(=O)O)cc(S(=O)(=O)O)c12,101,108,112,103,102,82,113,87
O=C1c2ccccc2CN1C12CCC3CC(CC(O)(C3)C1)C2 (stereo unspecified),106,107,107,97,92,91,99,97
Cc1c(C(=O)NCCc2ccc(N3CCC[C@@H]3C)cc2)nn(-c2ccc(Cl)cc2)c1-c1ccc(Cl)cc1,92,84,55,72,97,61,85,73
O=C(CN1CCN(c2ncnc3c2cnn3-c2ccccc2)CC1)Nc1ccc(Cl)cc1,57,52,44,48,57,39,86,79
CCOC(=O)c1ccc(NC(=O)C(F)(F)F)cc1,106,109,139,106,102,101,94,103
Cc1noc(C)c1-c1ccc2nc(NC(=O)[C@H]3CCN(C#N)C3)cn2c1,92,72,64,82,90,92,93,103
CCCCOc1ccc(CCO)cc1,101,106,112,107,108,96,111,116
Cc1ccc(Nc2cc(C)nc(N)n2)cc1,114,102,106,101,102,103,103,102
COc1ccc(/C=C2\Cc3cc(F)ccc3C2=O)cc1OC,97,106,100,101,98,67,107,77
COc1ccc(OC)c(Cn2cc3c(c2-c2cc(OC)c(OC)c(OC)c2)CCCc2cnoc2-3)c1,78,.,63,69,84,52,85,84
Cc1ccccc1OCc1nnc(-c2ccc(N3CCOCC3)cc2)o1,102,90,81,102,98,85,98,101
CNC(=S)Nc1ccccc1,100,110,109,107,109,95,92,97
Cc1nn2c(-c3nc4cc(Cl)c(F)cc4[nH]3)c(-c3ccc(F)cc3)nc2s1,102,89,95,72,94,70,.,110
Cc1cccc2c1CCCC2=O,108,132,115,95,120,106,120,102
COc1ccc(/C(C)=C(\c2ccc(Cl)cc2)c2ccc(OCCCN(C)C)cc2)cc1F,72,63,54,49,74,59,73,82
O=C1CC[C@@H](C(=O)N2CSC[C@H]2C(=O)O)N1,95,113,120,116,118,96,101,113
COc1cc(/C=C/C(=O)/C=C/c2cc3ccc(Cl)cc3[nH]c2=O)ccc1O,7.0*,42,68,41,46,56,103,105
Cn1cccc1-c1cc(-c2ccc(Br)cc2)n(N=O)c(=O)c1C#N,95,114,96,100,114,98,86,110
COc1cc(C(=O)N2CCOCC2)cc(OC)c1OC,102&112,115&109,112&102,105&107,104&116,100&93,94&90,111&116
CN(C)C(CNc1oc(-c2cccc3ccccc23)nc1C#N)c1ccco1 (stereo unspecified),96,96,83,96,99,90,95,104
O=C(O)c1c2c(nc3ccccc13)/C(=C/c1ccc(O)cc1)CCC2,96,108,110,.,125,291,106,114
O=Cc1c(OCc2cnnn2CC(=O)Nc2ccc(Cl)cc2)ccc2ccccc12,99,103,100,96,109,105,95,.
O=C(OCc1ccccc1)c1ccc2c(c1)NC(=O)[C@@H]1CCCN21,96,99,98,95,96,99,111,105
CC(C)NC(=O)C1(N2C(=O)c3ccccc3C2=O)CCCC1,109,129,102,122,102,107,110,119
COc1ccc(/C=C(\C#N)C(=O)Nc2cccc(Nc3nc(SC)nc(-c4cccc([N+](=O)[O-])c4)c3C#N)c2)cc1OC,102,112,91,75,107,95,97,99
Cc1c(Cc2ccccc2)c(=O)oc2c(C)c(OCc3nnc(SC/C=C/c4ccccc4)o3)ccc12,97,109,106,100,107,86,105,102
Cc1cc(NS(=O)(=O)c2ccc(NCc3nc4ccccc4c(=O)[nH]3)cc2)no1,103,113,96,107,115,93,97,102
CCOC(=O)N(CC)c1ccccc1,106,109,107,112,115,97,92,113
N#CSCC(=O)c1ccc2ccccc2c1,108,113,100,102,.,95,124,96
COc1ccc(C2OCC(C)(C)C(C(C)C)O2)cc1 (stereo unspecified),110,105,99,101,109,107,.,102
COc1nc2[nH]c(-c3ccc(Cl)cc3)c(C3C(=O)N(Cc4ccccc4)c4ccccc43)c2c(=O)[nH]1 (stereo unspecified),95,102,94,91,105,75,101,107
O=[N+]([O-])c1cnccc1-n1nnc2ccccc21,92,105,90,87,95,101,.,103
S=c1sc(-c2ccccc2)nn1-c1ccccc1,101,.,101,103,105,98,104,101
O=C(O)c1ccc(-c2nn(-c3ccc(C(F)(F)F)cc3)cc2CNc2ccc(Oc3ccccc3)cc2)cc1,69,92,90,89,96,91,103,135
c1ccc(CCn2c(-c3cccc(-c4ncon4)c3)nc3ccccc32)cc1,100,105,108,102,102,85,89,103
CC(=O)n1nc(-c2ccc(N)cc2)cc1-c1ccccn1,103,127,103,117,132,94,101,99
Cc1ccc2c(c1)NCCN2,102,111,114,119,109,88,102,98
CC(C)Cn1cnc2c(SC(C)C)nc(N)nc21,109,99,99,96,101,98,105,110
NC(=O)c1c(NC(=S)Nc2ccc(OC(F)(F)F)cc2)sc2c1CCC1(C2)OCCO1,100,109,95,96,112,93,92,90
O=C(NCCNc1nccc(-c2c(-c3cccc(F)c3)nc3sccn23)n1)c1ccccc1,47,68,55,17,64,63,80,75
Cc1cc(C)c(/C=C2\C(=O)Nc3ccc(NC(=O)CCCCCCC(=O)NO)cc32)[nH]1,18,19,51,38,19,5.9*,16,31
O=C(Cc1cccc2c(=O)cc(-c3ccccc3)oc12)OCCN1CCOCC1,98,123,100,112,118,97,105,112
O=C1CS/C(=N\c2nc(-c3ccccc3Cl)cc(-c3ccc(Cl)cc3Cl)n2)N1,96,101,96,98,105,84,108,95
NC(=O)NC(=O)/C=C/C(=O)O,114,105,102,94,111,102,108,107
N#Cc1c(-c2ccc(F)cc2)cc(-c2ccccc2Br)[nH]c1=O,99,105,96,103,104,97,114,107
CSc1ccccc1C#C/C=C\C#Cc1ccccc1N1CCCCC1=O,103,98,102,-30*,107,78,97,109
NC(N)=N/N=C/C=C/c1ccco1,103,109,105,115,105,89,112,111
COc1ccc(C2=C(C#N)C(=O)N3C(=S)N(c4ccccc4)C(=O)C23)cc1 (stereo unspecified),104,109,101,92,102,103,96,103
COc1ccc(/C=C(/C(=O)c2ccc(OC)cc2)S(=O)(=O)c2ccc(C)cc2)cc1,103,126,100,108,123,97,99,115
CC(C)[C@H](N)C(=O)OCC(CO)OCn1cnc2c(=O)[nH]c(N)nc21 (stereo partly specified),99,115,130,110,115,93,90,109

# Next entries:
Compound,OVCAR-8,OVCAR-3,OVCAR-4,IGROV1,DU-145,PC-3,OVCAR-5,SK-OV-3
N#Cc1cc(-c2nc3ccccc3s2)c(=O)n(NS(=O)(=O)c2ccccc2)c1N,106,114,107,99,116,102,102,90
CN1CCN(c2ccc3nc(-c4[nH]ncc4Nc4ncnc5[nH]ccc45)[nH]c3c2)CC1,7.2*,-0.6*,-11*,0.4*,7.2*,12,6.5*,13
ClCCOCCOc1ccc(C2CCCCC2)cc1,97,103,98,117,102,101,95,102
CS(=O)(=O)CC(O)(c1ccccc1)c1ccccn1 (stereo unspecified),101,108,102,103,110,105,98,107
Cc1cc(O)ccc1C1=NN(c2ccc(S(N)(=O)=O)cc2)C(=O)CC1,50,.,59,-9.8*,90,51,93,65
C[N+]1=C(/C=C/c2ccc(N)cc2)C(C)(C)c2ccccc21,64,79,100,97,107,83,105,107
CN(C)CCCN1c2ccccc2S(=O)c2ccc(Cl)cc21 (stereo unspecified),107,108,114,.,107,92,95,102
COc1ccc([C@H]2c3[nH]c4ccccc4c3C[C@H]3C(=O)N(C4CCN(Cc5c(F)cccc5F)CC4)CC(=O)N23)c(OC)c1,79,63,70,35,87,31,82,92
Cc1cc(Cc2ccc(Cl)cc2)ccc1OC(=O)c1ccc(Cl)cc1,100,98,96,93,107,.,95,108
Clc1ccc2nc(-c3ccc(-c4ccc(/C=N/NC5=NCCN5)cc4)s3)cn2c1,102,109,87,95,101,89,107,.
CN(C)C=Nc1ccc(S(=O)(=O)c2ccc(N=CN(C)C)cc2)cc1,111,123,109,108,130,93,107,99
O=C(Nc1ccc(Oc2ccc(Cl)cc2)c(Cl)c1)c1cc(I)cc(I)c1O,99,69,93,.,99,56,99,100
Cc1ccc(/C(CN2CCN(c3cc4c(cc3F)c(=O)c(C(=O)O)cn4C3CC3)CC2)=N\O)cc1,80,92,75,84,88,64,101,76
Cc1ccc(N2C(=O)/C(=C3\SC(=S)N(c4ccc(C)cc4)C3=O)SC2=S)cc1,96,.,104,99,105,94,95,102
O=c1c2cccc3c(Nc4ccccn4)ccc(c32)c2nc3ccccc3n12,75,70,69,57,92,64,83,89
CC(C)=CCC[C@H](C)c1ccc(C)c(CO)c1O,92,91,91,107,.,89,110,122
O=c1c2c3c(sc2nc2nc(-c4ccccc4)[nH]n12)CCCC3,101,106,104,89,111,86,118,88
COc1ccc(N(c2nc(-c3ccc(Br)cc3)cs2)C(C)C)cc1,101,101,83,100,100,99,110,95
N/C(=N\C(N)=N\c1nc2ccccc2s1)c1ccc(I)cc1,107,109,114,97,105,82,98,110
CSc1nc(N)nc2nc(C)cc(C)c12,99,109,104,96,101,93,102,105
O=C(Nc1ccccn1)[C@H](O)[C@@H](O)C(=O)N1CCOCC1,97,107,123,105,106,94,118,105
OCc1ccc(CO)cc1,99,109,104,119,120,105,97,102
NC(=S)c1cnccn1,91,111,114,105,108,95,113,110
N#C/C(=C\c1ccc2c(c1)OCO2)c1cc2ccccc2[nH]1,87,79,63,66,84,71,92,78
COc1ccc(-c2cc3c(ncn4nc(-c5cccnc5)nc34)o2)cc1,109,114,105,115,108,101,103,123
C/C(=N/NC(=S)NC1CCCCC1)c1sc(Nc2ccc(O)cc2)nc1C,84,82,94,74,80,75,96,100
CCCCCCCCCCCCSC(SCCCCCCCCCCCC)SCCCCCCCCCCCC,99,76,121,99,102,90,96,84
C=C1CCC2C3(C)COC(C)(C)OC3CCC2(C)C1CC(Sc1ccccc1)C1=CCOC1=O (stereo unspecified),89,95,87,75,89,85,95,94
O=C(CSc1nc2ccc(Cl)cc2[nH]1)Nc1ccc(-c2nc3ccccc3s2)c(Cl)c1,93,104,104,98,103,80,111,102
CCCc1nnn(S(=O)(=O)c2ccc([N+](=O)[O-])cc2)c1CCC,102,105,104,105,97,93,96,103

# Just IGROV1, for some of the entries so far:
smiles	IGROV1
COc1ccc([C@H]2c3[nH]c4ccccc4c3C[C@H]3C(=O)N(C4CCN(Cc5c(F)cccc5F)CC4)CC(=O)N23)c(OC)c1	35
Cc1cc(Cc2ccc(Cl)cc2)ccc1OC(=O)c1ccc(Cl)cc1	93

# (more compounds)
Compound,OVCAR-8,OVCAR-3,OVCAR-4,IGROV1,DU-145,PC-3,OVCAR-5,SK-OV-3
CCN(CC)c1cc2c(cc1Br)-c1ccccc1C2=O,98,84,70,66,103,79,85,73
Cc1nn(-c2cc(=O)[nH]c3ccc(Br)cc23)c(N)c1C#N,100,104,94,75,116,93,100,103
OCC[C@H]1C[C@H]1/C=C/c1ccccc1,100,106,107,103,109,91,98,96
Cc1ccc(NC(=O)Nc2nc3ccc(OC(F)(F)F)cc3s2)cc1,103,92,.,115,92,89,96,107
Nc1c(C(=O)Nc2ccc(F)cc2)sc2nc3c(cc12)C(=O)CCC3,99,121,96,100,105,90,93,73
COc1ccc(Cc2nn(CC(=O)N/N=C/c3ccc(Br)cc3)c(=O)c3c(C)noc23)cc1,34,29,-44*,38,55,44,59,-30*
N#CC(CC(=O)c1ccccc1)c1ccc(Cl)cc1 (stereo unspecified),102,106,99,105,108,98,99,107
CCN(CC)C(=O)N1C(=O)c2ccccc2S1(=O)=O,110,84,103,101,88,87,104,103
CCN1CCN(C(=O)[C@]23CC[C@@H](C)[C@H](C)[C@@H]2C2=CC[C@@H]4[C@@]5(C)C/C(=C/c6ccco6)C(=O)C(C)(C)[C@@H]5CC[C@@]4(C)[C@]2(C)CC3)CC1,99,66,79,77,71,32,79,84
CC(=O)Nc1cccc(-c2[nH]c3ccccc3c2C=C(C#N)C#N)c1,84,93,78,76,97,77,109,92

# 4 of the compounds above, with each value named:
Cc1nn(-c2cc(=O)[nH]c3ccc(Br)cc23)c(N)c1C#N
  OVCAR-8: 100 | OVCAR-3: 104 | OVCAR-4: 94 | IGROV1: 75 | DU-145: 116 | PC-3: 93 | OVCAR-5: 100 | SK-OV-3: 103
OCC[C@H]1C[C@H]1/C=C/c1ccccc1
  OVCAR-8: 100 | OVCAR-3: 106 | OVCAR-4: 107 | IGROV1: 103 | DU-145: 109 | PC-3: 91 | OVCAR-5: 98 | SK-OV-3: 96
Cc1ccc(NC(=O)Nc2nc3ccc(OC(F)(F)F)cc3s2)cc1
  OVCAR-8: 103 | OVCAR-3: 92 | OVCAR-4: . | IGROV1: 115 | DU-145: 92 | PC-3: 89 | OVCAR-5: 96 | SK-OV-3: 107
Nc1c(C(=O)Nc2ccc(F)cc2)sc2nc3c(cc12)C(=O)CCC3
  OVCAR-8: 99 | OVCAR-3: 121 | OVCAR-4: 96 | IGROV1: 100 | DU-145: 105 | PC-3: 90 | OVCAR-5: 93 | SK-OV-3: 73

# Next results:
Compound,OVCAR-8,OVCAR-3,OVCAR-4,IGROV1,DU-145,PC-3,OVCAR-5,SK-OV-3
O=C(O)CCC1C(=O)NC(=O)CC1c1ccccc1 (stereo unspecified),99,103,102,114,105,94,100,107
N#Cc1ccc(Nc2nn3c(SCC(=O)c4ccccc4)nnc3s2)cc1,101,112,105,114,108,97,103,98
COC(=O)c1cc(-c2ccccc2)[nH]c1N/N=C/c1c(Cl)cccc1Cl,15,-77*,64,-45*,-5.4*,5.2*,22,24
O=C1/C(=C\c2cn(Cc3cccc4ccccc34)c3ccccc23)c2ccccc2N1c1c(Cl)cccc1Cl,100,101,111,112,100,98,112,105
N/C(=N\c1nc2c(F)cccc2s1)C(Cl)(Cl)Cl,99,103,95,97,82,93,99,108

# High-throughput results from PubChem.
